HSF1 inhib = HSF1 inhibitors in luciferase reporter cells, primary screen, cell-based, NIH3T3, luminescence | NIH3T3-HGL HSE-luciferase, MG132-induced, luminescence 8 h; hits give low values | activity change, negative = inhibition, % at 7.5 µM (by protocol) | AID 2098, 2009 | 0.77% of 300,000 active;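 active = more than half of replicate wells show activity change below -50%, luminescence cut by over half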;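 also: luciferase reports HSF-1 transcriptional activity via heat shock element; 0% = median of DMSO wells and -100% = zero luminescence signal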
Platelet DG rel = inhibitors of platelet dense granule secretion, primary screen, cell-based, MLPCN, human platelets; human platelet-rich plasma, SFLLRN dense granule ATP release, luminescence; inhibition, %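 (compounds screened at 7.5 µM in platelet-rich plasma)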; 0.22% of 300,000 active; AID 1663, 2009;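 active = mean replicate score, as percent of positive control, at or above 50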
HIF act = HIF pathway transcriptional activators, primary screen, cell-based, U2OS HRE-luciferase, luminescence. 0.32% of 300,000 active. U2OS HRE-luciferase reporter; normalized: DMSO 0%, desferrioxamine 100%. activation, % at 7.5 µM (by protocol). AID 1910, 2009;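 active = mean activation of at least 10% of the iron chelator positive control signal, with at least half of replicates also reaching 10%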
KLF5 inh = KLF5 expression inhibitors, primary screen, DLD-1 cells, luminescence; DLD-1 KLF5 promoter-luciferase reporter; AID 1700, 2009; inhibition, % at 5 µM; 0.23% of 290,000 active;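 active = inhibition above a per-plate limit of that plate's mean compound inhibition plus 3 SD, cut at about 60% in these data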;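 also: 0% = DMSO wells and 100% = LY294002 at 200 µM; higher means less KLF5 promoter-driven luciferase light; inactives centre near -14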
HSP90 inh = HSP90 inhibitors, primary screen, cell lysate, luminescence. Heat shock protein HSP 90 (rabbit reticulocyte lysate; luciferase refolding). Rabbit reticulocyte lysate, luciferase refolding luminescence, 3 h. inhibition, % at 5.6 µM. 0.91% of 290,000 active. AID 1789, 2009;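 active = inhibition above the screen-wide mean plus 3 SD, computed separately per campaign, cut at about 16% in these data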;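 also: 0% = DMSO wells and 100% = 60 µM geldanamycin wells; inhibitors lower the luminescence because luciferase stays unfolded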
aSyn 5UTR inh = MLPCN primary screen, SNCA 5' untranslated region; alpha-synuclein 5'UTR reporter, inhibitor activity; inhibition, % (tested at 7.5 µM); 0.82% of 300,000 active; in the data active = inhibition above about 60%;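 also: H4 neuroglioblastoma cells stably carrying SNCA 5'UTR luciferase fusion; 0% = DMSO wells and 100% = positive control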
AI-2 QS modul = Vibrio harveyi AI-2 quorum sensing modulators, primary screen, JMH597 strain, luminescence/OD600 ratio | Vibrio harveyi JMH597 AI-2 luminescence/OD600 ratio, 9 h; hits give low values; strain lacks LuxN and CqsS sensors; 0 = neutral-control median | activity change, % at 7.5 µM | 0.4% of 300,000 active | AID 2094, 2009; in the data active = activity change below about -75%, passing the limit was not always enough;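 also: luminescence divided by OD600 gain over 9 h not by final OD600 alone; inactives centre near 13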
HSF1 activator = HSF-1 activators, primary screen, NIH3T3-HGL cells, MG132 stress, luminescence, single point; NIH3T3-HGL HSF-1 luciferase reporter, 8 h; 100% = twice DMSO control signal; activation, % at 9 µM; 1.7% of 300,000 active; AID 504408, 2011;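 active = mean replicate activation of at least 50% with a set share of replicates each reaching 50%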;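 also: 0% = median of the neutral control wells and 100% = twice that signal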
IEC-6 cytotox = cytotoxicity in IEC-6 intestinal epithelial cells, primary screen, cytotoxicity control for KLF5 inhibitor project, cell-based, luminescence; IEC-6 cytotoxicity, luminescence viability; inhibition, % at 5 µM; 0.78% of 290,000 active; AID 1825, 2009; in the data active = inhibition above about 22%;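 also: 0% = plate median of test compound wells and 100% = cytotoxic reference compound wells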
SKKanGAS inh = S. pyogenes SKKanGAS growth inhibitors in kanamycin, primary screen, streptokinase expression inhibitor project, SKKanGAS strain, BacTiter-Glo luminescence; 6 h; inhibition, % at 7.5 µM; 1.3% of 300,000 active;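 active = mean replicate score, as percent of positive control median, at least 50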;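 also: strain carries kanamycin resistance gene driven by streptokinase promoter and grows in 40 µg/ml kanamycin; loss of luminescence reflects streptokinase promoter inhibition or plain growth inhibition; 0% = median of DMSO wells and 100% = positive control at its reference dose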
* marks the source's active call; other numbers are inactive results; / = not tested or not shown.

Every second line gives: HSF1 inhib	Platelet DG rel	HIF act	KLF5 inh	HSP90 inh	aSyn 5UTR inh	AI-2 QS modul	HSF1 activator	IEC-6 cytotox	SKKanGAS inh
N#C/C(=N\Nc1c(Cl)cccc1Cl)C(=O)NN
→ 0	1	-0.9	-98	0	12	20	9	-6	17
COc1nccnc1NS(=O)(=O)c1ccc(NC(=S)NC(=O)c2ccccc2)cc1
→ -5	18	-0.3	-11	-2	4	39	2	0	11
C#Cc1ccc(C(=O)NCc2ccc(N3CCCC3=O)cc2)cc1
→ -4	-10	-0.7	-9	-4	0	1	-4	-6	7
CCC(C)C(=O)N1CCc2cc(-c3csc(N)n3)ccc21 (centres undefined)
→ 0	-1	0.6	-145	3	-172	13	29	-2	13
CCn1c(C)c(C(=O)c2ccccc2)c(C#N)c1C(=O)O
→ 1	-12	4.2	-54	0	3	1	10	8	0
O=C(CN1CCC(NC(=O)c2ccccc2Cl)CC1)NCc1ccco1
→ -1	-1	-0.2	-20	-1	18	19	9	0	4
Cc1cccc(C2=N/C(=C\c3cccs3)C(=O)O2)c1
→ -7	1	-0.5	-26	1	3	34	-5	2	3
Cc1cccn2c(=O)c(/C=C(\C#N)C(=O)NCc3ccco3)c(N3CCCCCC3)nc12
→ 15	-20	-0.8	3	1	15	18	31	-3	20
Cc1cccc(-n2ncc3c2CCCC3NC(=O)CCN2CCCO2)c1C (centres undefined)
→ -1	1	0.1	-13	0	4	17	-3	4	1
Cc1ccc(-n2c(O)c(C=NC3CCS(=O)(=O)C3)c3ccccc3c2=O)c(C)c1 (centres undefined)
→ -4	-7	-0.6	-3	-1	9	11	-6	2	-5
CCCn1c(=O)c(C(=O)NCc2ccccc2)c(O)c2ccccc21
→ 2	6	0.1	-39	-2	17	/	-7	-1	13
C=CCN(CC=C)CCOc1cccc2ccccc12
→ 3	5	-0.7	-3	-3	-1	14	-5	0	-1
COc1ccc(NS(=O)(=O)c2cccc(C(=O)OCC(=O)NC3CC3)c2)cc1
→ -10	-4	0.1	-23	-3	-3	17	0	-9	-1
CCn1c(SCC(=O)Nc2nc(-c3ccc(C)cc3)cs2)nnc1-c1ccccc1O
→ 7	23	0.2	-37	-2	-25	35	35	0	55*
O=P(O)(Cc1ccccc1)Cc1ccccc1
→ -3	2	-1.2	-2	3	-3	29	-2	3	1
COC(=O)c1sccc1-n1cccc1C(=O)C(=O)Nc1ccc(F)cc1
→ 8	-1	-0.4	-31	3	-41	-3	21	0	-3
COc1ccc(NC2CCCN(C(=O)C3(C)CCCCC3)C2)cc1OC (centres undefined)
→ 6	-9	-0.6	-23	-8	0	8	9	-11	0
Cc1csc(NC(=O)CSc2nc3ccccc3c3c2CCCC3)n1
→ 22	7	-0.1	-21	3	4	28	58*	-2	/
COc1c(C)cc(C(=O)C2CCCN(C(=O)Cn3ccc(C)n3)C2)cc1C (centres undefined)
→ 0	2	-0.1	-14	3	15	18	-14	-4	-3
Cc1cc(Oc2ccc(C#N)cc2)nc(N2CCOCC2)n1
→ -10	9	-0.1	5	4	9	0	3	2	3
COCCN(C(=O)c1csnn1)C(C(=O)NC1CCCC1)c1ccccc1 (centres undefined)
→ 5	-7	0.0	-14	0	-3	9	14	-1	-1
Cc1cc2cc(CNC(=S)Nc3ccc(OC(F)(F)F)cc3)ccc2n1C
→ -3	-4	-0.2	-15	2	-10	4	-8	-10	-6
Cc1ccc(S(=O)(=O)c2cc3ccc(O)cc3oc2=O)cc1C
→ 0	0	0.2	10	1	-16	17	-10	4	7
COc1cc(NC(=O)Cn2ccsc2=N)c(C)cc1[N+](=O)[O-]
→ -5	2	-0.1	-16	-4	-11	42	-6	-2	-7
O=C(NCCc1c[nH]c2ccccc12)C1CCC(Cn2c(=S)[nH]c3ccccc3c2=O)CC1 (centres undefined)
→ 10	20	-0.6	-18	2	53	21	22	2	33
CN(C)S(=O)(=O)N1CCN(CC(O)COc2ccc(C(=O)c3ccccc3)cc2)CC1 (centres undefined)
→ -2	2	-0.2	-7	1	1	6	6	6	1
Cc1nc(C)n(CC(=O)N2CCCC(C(=O)c3ccc(C(F)(F)F)cc3)C2)n1 (centres undefined)
→ -2	-6	0.0	-18	-1	24	13	6	-3	-22
COc1ccc(/C=C/c2c(-c3ccc(OC)cc3)oc3cccnc23)cc1
→ 0	-3	-1.6	-19	-1	-10	-2	2	-1	3
O=C(C[n+]1cc(-c2ccc(F)cc2)n2c1CCC2)N1c2ccccc2Sc2ccccc21
→ 19	6	3.9	-21	1	-181	22	21	1	-3
O=C(O)c1cccc(S(=O)(=O)Nc2ccc(O)cc2Sc2nc3ccccc3s2)c1
→ -8	-2	-0.3	-4	3	-25	15	1	6	9
Cc1ccc2cc(CN(CC3CCCO3)C(=O)C(C)C)c(=O)[nH]c2c1 (centres undefined)
→ 0	8	0.0	14	-1	-7	16	-5	2	-2
COC(=O)c1ccc(CNC(=O)c2c3c(nc4ccccc24)CCN(Cc2ccccc2)C3)cc1
→ -10	-6	0.1	0	-5	-21	8	6	-1	19
COc1cc(/C=C/c2ccc3cccc(O)c3n2)cc(OC)c1OC
→ 7	-2	4.1	0	-1	-24	21	13	30*	96*
CC1C(=O)N2CCCc3cc(S(=O)(=O)N(C)CCC#N)cc1c32 (centres undefined)
→ -5	-12	0.0	-7	1	-21	32	-21	8	-1
Cn1c(=O)[nH]c(=O)c2c1nc(Br)n2CCC(=O)c1ccccc1
→ -3	2	0.1	-29	0	-12	25	3	-2	-4
CC(=O)c1sc(Nc2ccc(C)cc2)nc1C
→ 7	0	-0.2	5	-2	-18	16	-5	-8	4
FC(F)Oc1cccc(NC(=S)N2CCN(c3ccccn3)CC2)c1
→ -2	5	-0.2	-34	0	12	6	10	-4	-7
COc1ccccc1-n1cnc2sc(C)c(C)c2c1=O
→ -5	-1	0.4	-9	2	19	25	-2	5	-7
Cc1oc(-c2cc(F)ccc2F)nc1CN(C)Cc1ccc2nccnc2c1
→ -5	-1	-0.8	-3	2	10	12	-3	0	-4
O=[N+]([O-])c1cccnc1N1CCN(c2ccccc2F)CC1
→ -1	-3	1.3	-11	1	7	9	5	-2	10
COc1ccc(C(=O)CC(c2ccccc2)S(=O)(=O)c2ccc(C)cc2)cc1 (centres undefined)
→ -4	17	2.3	-39	1	-59	14	2	0	-6
COc1ccccc1C/C(N)=N/OC(=O)COc1cccc(C)c1
→ 5	-14	1.0	-2	-1	-8	-20	10	-3	-18
Cc1sc2nc(COC(=O)c3ccc(Cl)c(N)c3)[nH]c(=O)c2c1C
→ 1	2	0.2	-29	4	-8	3	8	1	6
O=S(=O)(O)c1cccc2c(N=Nc3ccc(O)c4ncccc34)cccc12
→ -2	-1	-2.1	-20	4	9	7	-3	-6	9
CC1(C)CC(=O)c2cc(C(=O)NC3CCSC3=O)c(=O)n(-c3ccc(Cl)cc3)c2C1 (centres undefined)
→ -5	9	-0.5	-25	2	-14	3	-2	3	-3
Oc1ccc2ccccc2c1/C=N/Nc1nnc(-c2ncc[nH]2)c2ccccc12
→ -10	1	82*	39	6	102*	24	-9	6	97*
Cc1ccc(NC(=O)[C@H](C)NC(=O)C2CCN(C(=O)[C@@H](N)CC(C)C)CC2)cc1
→ -13	3	0.5	-3	-3	-11	18	-15	-15	3
NC(=O)C1CCN(C(=O)CSc2nc3ccccc3s2)CC1
→ -5	-1	-1.8	-28	-3	-6	8	3	2	2
CCCc1nc2oc3c(NCCCN(C)C)ncnc3c2c2c1CCCC2
→ -1	10	-5.1	-31	0	108*	6	4	-6	0
COC(=O)C1=C(C)N(Cc2ccccc2)C(=S)N[C@H]1c1cccc(F)c1
→ 1	0	0.3	-10	3	30	6	7	0	1
Cc1cc(-c2n[nH]c(=S)n2/N=C/c2cccc([N+](=O)[O-])c2)n[nH]1
→ -2	-2	-0.3	-9	2	2	14	-6	4	3
COc1ccc(C2NCCO2)cc1OC (centres undefined)
→ 6	4	-0.4	14	3	-19	-2	32	4	-7
Cc1ccccc1OCC(=O)NCCCNC(=O)c1ccncc1
→ 1	-2	-0.3	-2	7	-28	20	5	6	5
O=C(NCc1cccs1)C1CCN(S(=O)(=O)c2cccc3cccnc23)CC1
→ 4	-10	/	/	/	20	14	6	/	-5
CC(=O)c1cccc(N(CC(=O)N2CCOCC2)S(C)(=O)=O)c1
→ 0	-1	0.2	-10	2	-20	11	-1	0	10
Cc1ccc(C)c(S(=O)(=O)c2c[nH]c(=S)[nH]c2=O)c1
→ -7	-14	0.5	-15	-3	10	23	2	-10	-6
O=C(Nc1cccc(C(F)(F)F)c1)/C(=C\c1ccco1)NC(=O)c1cccs1
→ 0	-6	0.2	-25	0	15	28	13	-3	2
O=C(Nc1ccccc1)Nc1ccc2ccccc2n1
→ 2	1	0.5	-99	0	-89	21	24	9	-12
Cc1cc(NS(=O)(=O)c2ccc(NC(=O)Cc3ccccc3)cc2)nc(C)n1
→ -3	10	-0.6	-4	-2	16	14	4	4	1
CCNc1ccccc1CP(=O)(c1ccccc1)c1ccccc1O (centres undefined)
→ 1	-9	-1.5	-29	2	4	18	4	-2	4

The listing continues.
Every second line gives: HSF1 inhib	Platelet DG rel	HIF act	KLF5 inh	HSP90 inh	aSyn 5UTR inh	AI-2 QS modul	HSF1 activator	IEC-6 cytotox	SKKanGAS inh
COc1ccccc1CNC(=O)CC1C(=O)NCCN1C1Cc2ccccc2C1 (centres undefined)
→ 0	2	-0.8	-18	-1	4	1	0	-3	1
CCC(=O)Nc1c2c(nn1-c1cccc(Cl)c1)CS(=O)(=O)C2
→ -8	-3	0.7	5	-7	-19	22	-3	-10	7
CC(C)(C)C(=O)Nc1cccc(-c2ncon2)c1
→ -7	3	-0.4	-3	6	-5	11	-7	0	-4
O=C(Cc1c(C(=O)O)[nH]c2ccccc12)NCCN1CCN(c2cccc(Cl)c2)CC1
→ -5	1	-0.1	8	3	-7	10	8	12	-11
COC(=O)CCc1c(C)nc(N)[nH]c1=O
→ -3	-2	0.0	-8	6	5	6	4	8	-8
O=C(COc1ccc(Cl)cc1Cl)NCc1ccncc1
→ -3	-8	0.3	-22	-1	-29	11	14	-1	-9
O=C(CN1CCc2ccccc2C1)Nc1ccccc1Cl
→ 0	12	-0.1	-20	3	-7	-12	1	-4	8
CN(Cc1ccccc1)S(=O)(=O)c1ccc(OCC(=O)NCc2cccnc2)cc1
→ -8	12	0.7	-16	3	17	13	-3	1	-4
COC(=O)[C@H](CCSC)NC(=O)Nc1ccc(C)c(C)c1
→ -4	-20	0.2	13	-1	12	27	-5	-2	2
O=C(/C=C/c1ccc(Cl)c(Cl)c1)N1CCc2ccccc21
→ 2	1	2.0	3	-1	-241	8	19	4	-4

This is a random part of the collection, and some 6% of all compounds hit somewhere here.
